# High-throughput results: PubChem, The Scripps Research Institute Molecular Screening Center
# LEDGF integ inh = blocks HIV-1 LEDGF/p75-dependent DNA integration | hit rate 0.64% among 370,000 | inhibition, % at 3.7 µM | TR-FRET IN-LEDGF/p75 DNA integration, Eu/Cy5;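 active means inhibition above the screen-wide mean plus 3 SD, cut at about 13% in these data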;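 further: signal is the Cy5 over europium emission ratio at 671 and 618 nm; 0% = plate median of compound wells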
# TCR CD3 inh = inhibitors of human TCR-CD3 interaction; TAMRA-labeled TCR probe fluorescence, biochemical; inhibition, % at 9.4 µM; AID 651800; hit rate 0.37% among 360,000; in the data active means inhibition above about 19%;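 further: recombinant mutant TCR 2C K166C tagged with TAMRA read by polarization; 0% = receptor in buffer alone and 100% = receptor with positive control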
# SIAE primary = blocks human sialic acid acetylesterase. Q9HAT2. SIAE FP-Rh probe binding, fluorescence polarization. inhibition, % at 9.66 µM. hit rate 0.69% among 370,000. AID 1053197;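 active means inhibition above a cutoff: mean of compounds within the control limits plus 3 SD of those, cut at about 17% in these data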;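 further: 0% = plate median of compound wells and 100% = probe without SIAE protein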
# proKLK7 act = proKLK7 (human) activation, primary screen | P49862 | purified proKLK7, EDANS-DABCYL substrate fluorescence; 100% is mature enzyme control, 0% vehicle | activation, % at 7 µM | hit rate 0.9% among 370,000 | AID 652039;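 active means activation above the mean of all tested compounds plus 3 SD, computed per campaign excluding outliers beyond control limits, cut at about 13% in these data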
# DDE Tn6 FP inh = DD(E)-Tn6 binding inhibition, primary FP screen; P02675; Fibrin DD(E) TRITC-Tn6 fluorescence polarization displacement; inhibition, % at 8.3 µM; hit rate 0.21% among 370,000;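 active means inhibition above a per-campaign cutoff: mean of compounds within control limits plus 3 SD, cut at about 15% in these data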;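 further: 0% = median of all compound wells on the plate and 100% = blocking peptide control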
# Target sequence (P02675 whole entry, looked up): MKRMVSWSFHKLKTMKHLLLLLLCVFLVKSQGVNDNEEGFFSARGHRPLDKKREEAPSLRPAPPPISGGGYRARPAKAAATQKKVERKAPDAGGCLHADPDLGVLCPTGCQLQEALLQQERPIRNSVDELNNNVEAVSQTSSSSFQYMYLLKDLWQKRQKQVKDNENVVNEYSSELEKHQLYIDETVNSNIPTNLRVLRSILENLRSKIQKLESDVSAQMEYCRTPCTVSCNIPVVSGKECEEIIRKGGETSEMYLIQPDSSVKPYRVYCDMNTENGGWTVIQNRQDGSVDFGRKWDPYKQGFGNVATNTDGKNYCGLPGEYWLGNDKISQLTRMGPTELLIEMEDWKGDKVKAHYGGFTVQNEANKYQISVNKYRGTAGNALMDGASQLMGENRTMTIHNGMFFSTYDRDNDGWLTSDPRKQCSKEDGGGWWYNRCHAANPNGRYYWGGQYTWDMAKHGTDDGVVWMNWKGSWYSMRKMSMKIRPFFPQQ
# Tn7 DDE FP = disrupts Tn7 cyclic peptide binding to fibrin D-Dimer-E complex. P02675. FP displacement of FITC-Tn7 peptide from fibrin DD(E); 0% = median of compound wells per plate. inhibition, % at 8.3 µM. hit rate 0.13% among 370,000. AID 720508;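 active means inhibition above the mean of compounds falling within the control limits plus 3 SD of them, cut at about 14% in these data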;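 further: 0% = plate median of compound wells and 100% = 10 µM Aha-Tn7 peptide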
#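 Assay system: Human fibrin DD(E) protein | Medium: Tris buffer with calcium and detergent, pH 7.8 | Reagent: 0.1 µM fluorescent Tn7 | Compound dosing: Single point at 8.3 µM | Times: 10 min preincubation, 3 h with tracer, room temperature | Detection: Fluorescence polarization of the labelled Tn7 tracer | Controls: Aha-Tn7 high control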
# MBD2 inh = MBD2-methylated oligo binding inhibition. TR-FRET, MBD2 binding to methylated oligonucleotide. inhibition, % at 4.4 µM. hit rate 0.31% among 370,000; in the data active means inhibition above about 13%
# UHRF1 binding = UHRF1 methyl-DNA binding inhibition. UHRF1 binding to methylated oligo, TR-FRET. Q96T88. hit rate 0.75% among 370,000. inhibition, % at 4.4 µM; in the data active means inhibition above about 21%;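 further: UHRF1 SRA domain binding a hemimethylated CpG hairpin DNA probe; 0% = median of test compound wells and 100% = reference inhibitor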
# TDP2 absorb = TDP2 (human) inhibition, absorbance primary screen; recombinant TDP2, T5PNP hydrolysis, p-nitrophenol absorbance 415 nm; inhibition, % at 12.8 µM; hit rate 0.34% among 370,000; AID 720702;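 active means inhibition above the mean of all tested compounds plus 3 SD, set per campaign, cut at about 25% in these data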;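 further: 0% = DMSO with enzyme and 100% = buffer with substrate but no TDP2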
#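 Material: recombinant human TDP2; quantity: TDP2 enzyme at 120 nM final; medium: Tris-HCl pH 7.5 with MgCl2; compound: single concentration, 12.8 µM nominal, with 1% DMSO; incubation: 2 h enzyme incubation at 37 °C; signal: epi absorbance; measure: percent inhibition; benchmarks: high control without enzyme, low control DMSO plus TDP2; repeats: singlicate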
# PRMT1 FP inh = PRMT1 (human) inhibition, primary screen; hit rate 1.3% among 370,000; AID 652257; inhibition, % at 2.79 µM; recombinant PRMT1, activity-based probe fluorescence polarization;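 active means inhibition above about 21% made by adding two undisclosed values, limit read from the data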
# Target sequence (Q99873 whole entry, looked up): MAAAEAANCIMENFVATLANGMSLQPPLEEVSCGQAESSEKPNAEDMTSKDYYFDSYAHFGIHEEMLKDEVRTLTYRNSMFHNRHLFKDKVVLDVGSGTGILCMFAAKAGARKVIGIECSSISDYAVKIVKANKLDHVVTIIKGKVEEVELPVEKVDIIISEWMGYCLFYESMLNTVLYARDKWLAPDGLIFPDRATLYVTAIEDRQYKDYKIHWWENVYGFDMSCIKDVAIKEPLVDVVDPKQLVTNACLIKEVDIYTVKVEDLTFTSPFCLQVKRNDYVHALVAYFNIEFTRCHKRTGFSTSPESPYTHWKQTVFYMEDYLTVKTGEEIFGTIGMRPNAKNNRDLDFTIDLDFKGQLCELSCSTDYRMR
# Starred values were filed as active, the others as inactive; · = no result given. This is a random part of the collection; any-hit rate near 4.6%.
SMILES,LEDGF integ inh,TCR CD3 inh,SIAE primary,proKLK7 act,DDE Tn6 FP inh,Tn7 DDE FP,MBD2 inh,UHRF1 binding,TDP2 absorb,PRMT1 FP inh
O=C(Nc1ccccc1)NC1(C(=O)N2CCN(C(=O)c3ccco3)CC2)CCCCC1,-3,1,-5,0.3,4,2,-2,-2,-9,-2
O=C(CNC(=O)c1ccc(Cl)cc1Cl)NCC(=O)Nc1ccccc1N1CCOCC1,0,1,0,-0.6,-9,-6,-6,-2,-2,1
C[C@H](CO)N1C[C@H](C)[C@@H](CN(C)Cc2ccc(C(=O)O)cc2)Oc2c(NC(=O)C3CC3)cccc2C1=O,-2,0,-3,0.0,-8,1,-3,2,1,1
COc1cc(C(=O)NCC2CCCO2)ccc1OCc1ccccc1Cl (configuration not stated),1,11,1,-0.1,-2,3,-10,-4,-6,-2
CC(C)C(OC(=O)c1cccs1)C(=O)NCCc1ccccc1 (configuration not stated),-2,2,-8,0.3,-2,6,1,-1,-5,3
CCC1(C)Cc2ccccc2-c2nc3n(c(=O)c21)CCS3 (configuration not stated),-3,-5,-1,-0.5,1,8,2,4,-1,0
Nc1ccc2c(c1)C(=O)c1ccc(Br)cc1-2,-4,-2,8,0.3,4,4,-6,-6,1,-1
COc1ccccc1-c1cc(C(F)(F)F)nc(N2CCCCC2)n1,-6,-6,7,-0.1,8,-1,0,1,4,0
CN(C(=O)CCCN1CCCC1=O)C1CCCN(Cc2ccccc2F)C1 (configuration not stated),-4,-3,-5,-0.2,-8,-3,0,0,-2,4
CCOC(=O)C1CCCN(c2nc3ccccc3nc2C(C#N)C(=O)OCCOC)C1 (configuration not stated),2,-3,0,0.6,6,-1,1,-2,1,13
Cc1noc(C)c1S(=O)(=O)NC(=O)C1(C)CCN1C(=O)c1ccccc1CCc1ccccc1 (configuration not stated),1,6,4,-0.1,4,2,1,0,6,-3
Cc1cnc(C)c(N2CCN(Cc3nc(-c4ccccc4)no3)CC2)n1,1,-7,1,-0.1,0,-2,2,-3,15,-3
COc1ccc(C(=O)OCC(=O)Nc2cc(C)c(C)cc2[N+](=O)[O-])cc1,-2,-6,-6,-0.9,-4,-4,5,9,-8,2
COc1cc(=O)n(C)c2c(O)cccc12,0,-8,-4,0.2,0,-3,1,-1,14,1
C=CCNC(=O)CN1CCC(O)(c2ccc(F)cc2)CC1,0,-2,-2,-0.5,-10,-2,-1,4,-6,1
OC(COc1ccc(Cl)cc1)CN1CCN(c2ccccc2)CC1 (configuration not stated),4,1,15,-0.5,11,1,-3,1,2,0
CSc1nc2sc3c(c2c2nncn12)CCC3,-2,-6,-4,-0.5,0,-1,0,-11,0,1
CC1CN(C(=O)COC(=O)c2ccccc2O)CC(C)O1 (configuration not stated),2,0,5,0.9,2,5,-6,1,9,3
COc1cc(OC)c(C(=O)OCC(=O)NCCC2=CCCCC2)cc1OC,-5,0,-3,-0.4,2,0,0,2,-10,-2
COc1ccc(CN2CCn3ncc(C(=O)Nc4cccc(C)c4)c3C2=O)cc1,3,1,0,0.0,-1,-9,2,-1,-1,-4
CC(=O)NC(c1ccccc1)c1nc(-c2cccc(C(F)(F)F)c2)cs1 (configuration not stated),3,-6,-15,-0.2,1,6,8,7,-12,8
CN(C)c1ccc(C=Nc2cnn(C)c2C(N)=O)cc1,0,4,-6,-0.9,2,4,2,-4,4,1
O=c1c(-c2ccc(O)cc2)coc2cc(O)cc(O)c12,-2,-8,-6,0.3,-5,-3,0,1,4,2
O=C(Nc1ccccc1)c1cc2c(=O)c3ccccc3oc2nc1C(F)(F)F,2,-2,-3,-0.3,-5,-7,9,21,9,1
CCCCCn1cnc2sc(CC)cc2c1=O,0,6,-1,-0.3,6,1,0,0,2,0
Cc1nc2cc3c(=O)n(C)cnc3cc2n1Cc1ccccc1,8,1,1,0.6,2,5,7,3,-4,5
CC(OC(=O)c1ccccc1C(=O)N(C)Cc1ccccc1)C(=O)NC1(C#N)CCCCC1 (configuration not stated),4,-1,8,-0.1,3,-4,3,-2,10,-2
COc1ccccc1N1CCN(C(=O)N2CCOCC2)CC1,1,4,-4,-0.6,1,-3,0,-1,9,-2
O=C(CSc1nnnn1-c1ccccc1)Nc1ncc(Cc2cccc(Cl)c2Cl)s1,3,2,-5,0.1,3,-5,1,-2,-13,-2
Cc1ccccc1NC(=O)CSc1nc(N)c(C#N)cc1C#N,0,1,-7,-0.2,4,-2,0,5,-4,2
Cn1c(=O)[nH]c(=O)c2c1nc(N1CCOCC1)n2CC(O)COc1ccccc1 (configuration not stated),3,2,-3,0.1,7,1,-8,0,-2,-2
CC(C)C1C(=O)N(Cc2cn(CC3CCCCC3)nn2)CCS(=O)(=O)N1Cc1ccc(-c2ccccc2)cc1 (configuration not stated),-2,0,-10,0.4,2,-6,1,1,-10,2
COc1cc(OC)c(C2CC(=O)N3CN(c4ccccc4)CSC3=C2C#N)cc1OC (configuration not stated),3,1,5,-0.6,-8,-2,-2,-9,0,52*
Cc1sc(NC(=O)COc2cccc(-n3cnnn3)c2)c(C#N)c1C,-1,-6,-13,-0.7,0,0,4,0,8,-1
COC(=O)n1c(=O)oc2ccc(S(=O)(=O)N3CCCCC3)cc21,3,1,-7,0.6,-2,-2,-2,7,-11,-2
O=C(NN=Cc1ccccc1C(=O)O)C(=O)NN=Cc1ccccc1C(=O)O,0,14,2,-0.3,5,4,2,0,-2,104*
O=C(CSc1nnc(-c2ccncc2)o1)NC1CCCCC1,-4,-5,-2,-0.4,0,-3,5,4,4,0
Cc1cc([N+](=O)[O-])ccc1NC(=O)Nc1ccccc1F,2,0,0,0.1,-1,-4,-1,2,-1,1
CN(C(=O)CSc1nc(C2CC2)nc2ccccc12)c1nc(-c2ccccc2)cs1,1,-11,2,-0.1,4,-7,6,1,-4,0
CCOc1nc(NCCN2CCOCC2)nc(NC(C)C)n1,3,8,2,-0.5,-1,-1,-4,-5,10,0
Cc1ccc(NC(=O)CN2C(=O)NC3(CCCC3)C2=O)nc1,5,-3,-3,-0.4,-4,-1,1,-1,-4,0
CCn1cc(/C=C(\NC(=O)c2ccc(OC)c(OC)c2)C(=O)NCCCN2CCOCC2)c2ccccc21,-1,7,4,-0.1,-3,0,-5,0,-5,-2
Nc1c(Cl)nc(-c2ccccc2)nc1Cl,-5,-4,-9,0.4,0,6,-2,0,-2,1
COc1ccc2c(c1)CCCN2C(=O)C1CCCN(S(=O)(=O)c2ccc(Br)s2)C1 (configuration not stated),-1,·,-2,0.1,-4,6,0,3,6,4
COc1ccc(C2C(=O)N(C3CCCCC3)CC(=O)N2Cc2ccc3c(c2)OCO3)cc1 (configuration not stated),-4,-8,-3,0.3,-1,6,0,0,1,-3

# Part of the list above, limited to LEDGF integ inh and Tn7 DDE FP:
SMILES | LEDGF integ inh | Tn7 DDE FP
Nc1ccc2c(c1)C(=O)c1ccc(Br)cc1-2 | -4 | 4
CC(C)C1C(=O)N(Cc2cn(CC3CCCCC3)nn2)CCS(=O)(=O)N1Cc1ccc(-c2ccccc2)cc1 (configuration not stated) | -2 | -6

# Continued:
SMILES,LEDGF integ inh,TCR CD3 inh,SIAE primary,proKLK7 act,DDE Tn6 FP inh,Tn7 DDE FP,MBD2 inh,UHRF1 binding,TDP2 absorb,PRMT1 FP inh
Cc1ccc(/C=C/C(=O)NCc2cccs2)cc1,3,7,-10,0.1,1,0,-1,-1,-17,-4
O=C(O)/C=C/C(=O)N(CC1CCCO1)C1CC(=O)N(c2c(Cl)cccc2Cl)C1=O (configuration not stated),0,4,0,-0.1,10,-2,-1,1,11,12
Cc1ccc(C(NC(=O)N2CCCCC2)=C(Cl)Cl)cc1F,-1,-2,-2,-0.1,2,15*,-4,-4,-1,-4
O=C(NCc1ccco1)c1cccc(Nc2nc3ccc(Br)cc3[nH]2)c1,-3,1,41*,-0.8,-6,-1,1,-3,3,-2
CC(=O)N1CCc2cc(S(=O)(=O)N3CCc4ccccc43)ccc21,-2,-1,8,0.5,-5,0,-3,1,0,4
Cc1ccc(S(=O)(=O)Nc2cccc(C(=O)NCC(c3ccco3)N(C)C)c2)cc1F (configuration not stated),-3,-1,2,-0.2,-7,3,1,-1,-5,2
CCCCCCCCCCCCCCCC(=O)OC/C=C(C)/C=C/C=C(C)/C=C/C1=C(C)CCCC1(C)C,-3,3,-14,-0.3,-7,-1,1,4,3,1
CCC(=O)N1CCc2cc(S(=O)(=O)CCC(=O)N3CCN(c4ccc(F)cc4)CC3)ccc21,-8,-1,6,-0.1,1,-8,-1,3,-24,1
CCOC(=O)Cc1csc(NC(=O)/C=C/c2ccccc2Cl)n1,-1,-2,-9,0.2,-4,1,2,3,-1,2
Cc1ccc2cc(CCNS(=O)(=O)c3ccc(F)cc3)c(=O)[nH]c2c1C,2,-2,-1,0.3,2,-7,-1,1,3,-1
COc1cccc(C(=O)NN2CC(O)=C(c3nc(C)cs3)C2=N)c1,-1,8,10,0.3,2,-4,-4,-2,14,-3
COc1ccc(S(=O)(=O)NCCOc2ccccc2)cc1-n1cnnn1,-2,2,-6,-0.2,6,1,4,3,-3,2
CC1CCN(c2c(NCc3ccc(C(=O)N4CCN(C5CCCCC5)CC4)cc3)c(=O)c2=O)CC1,0,4,6,0.1,6,11,0,0,-6,-4
Cc1nnc(SCC(=O)NNC(=O)C(C)C)[nH]c1=O,-5,-8,1,0.7,2,-3,6,1,7,2
Cc1ccc(N=C2NC(=O)CS2)cc1C,6,-13,8,-0.4,-1,4,-5,2,-11,-1
O=C(c1ccccc1)C(Nc1ccccn1)c1ccccc1 (configuration not stated),9,0,-4,-0.3,-4,-1,4,4,-9,-4
Cc1ccc(/C(N)=N/OC(=O)c2cccs2)cc1,4,1,-3,-0.2,-7,-8,-7,0,-6,-1
CCOC(=O)c1[nH]c(C)c(C(=O)NCc2ccco2)c1C,0,-5,-3,-0.1,-5,-13,2,-1,3,-2
Cc1ccc(Cl)cc1N1CCN(C(=O)CN(c2ccccc2)S(=O)(=O)N(C)C)CC1,3,3,0,0.2,0,-4,3,4,2,0
CC(=O)c1ccc(N2C(=NC(=O)CCC3CCCC3)SC3CS(=O)(=O)CC32)cc1 (configuration not stated),0,3,-3,-0.2,-4,-3,4,-2,-10,-7
Cc1ccc(OCC(=O)OCC(=O)NC2CCCCCC2)cc1C,-1,1,4,-0.1,1,-9,6,2,4,0
CNc1nnc(SCC(=O)c2cc(C)n(C3CC3)c2C)s1,2,3,-3,0.0,-1,0,-4,-2,5,0
CC1CCN(C(=O)c2ccc(NS(=O)(=O)c3ccc4[nH]c(=O)[nH]c4c3)cc2)CC1,1,-1,-2,0.0,3,-4,2,-1,3,-2
